# Compound activity deposited in PubChem BioAssay by National Center for Advancing Translational Sciences (NCATS).
# Pol kappa inh = blocks human DNA polymerase kappa activity | purified Pol kappa, fluorescent DNA synthesis assay, 10 min | Potency, µM (titrated, usually from 107 µM), for inactives: at the top dose activity, negative = inhibition, most hits filed as inhibitors | Q9UBT6 | AID 588579 | actives 0.53% (n = 400,000); also: potency is read from the fitted curve at half-maximal effect; % is scaled to controls: 0 for no effect and ±100 for the full control effect
#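 Enzyme at 10 nM met test compounds for 15 min at room temperature. Substrate addition (50 nM final) began the reaction, which was monitored by fluorescence at 0 and 10 min.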
# Anesthetic bind = binds horse apoferritin like a general anesthetic. P02791. apoferritin/1-aminoanthracene competitive binding, fluorescence. Potency, µM (titrated, usually from 77.5 µM), for the others: at the top dose activity change, negative = displacement, usual class: inhibitors. actives 0.074% (n = 350,000). AID 485281; also: potency is read from the fitted curve at half-maximal effect; % is scaled to controls: 0 for no effect and ±100 for the full control effect; nearly all actives have a fitted effect of over 20% in size
#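 In PBS, apoferritin at 10 uM is loaded with 1-AMA from a 50% saturated solution. After 10 min of compound exposure at ambient temperature, reduced 535 nm fluorescence indicates probe displacement.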
# POLH inh = DNA polymerase eta (human) inhibition; Q9Y253; recombinant Pol eta, fluorescent DNA replication assay; Potency, µM (doses to about 114 µM), without a hit: at the top dose activity change, negative = inhibition, usual class: inhibitors; actives 1.2% (n = 390,000); also: potency is read from the fitted curve at half-maximal effect; % is scaled to controls: 0 for no effect and ±100 for the full control effect
# Target sequence (Q9Y253 whole entry, looked up): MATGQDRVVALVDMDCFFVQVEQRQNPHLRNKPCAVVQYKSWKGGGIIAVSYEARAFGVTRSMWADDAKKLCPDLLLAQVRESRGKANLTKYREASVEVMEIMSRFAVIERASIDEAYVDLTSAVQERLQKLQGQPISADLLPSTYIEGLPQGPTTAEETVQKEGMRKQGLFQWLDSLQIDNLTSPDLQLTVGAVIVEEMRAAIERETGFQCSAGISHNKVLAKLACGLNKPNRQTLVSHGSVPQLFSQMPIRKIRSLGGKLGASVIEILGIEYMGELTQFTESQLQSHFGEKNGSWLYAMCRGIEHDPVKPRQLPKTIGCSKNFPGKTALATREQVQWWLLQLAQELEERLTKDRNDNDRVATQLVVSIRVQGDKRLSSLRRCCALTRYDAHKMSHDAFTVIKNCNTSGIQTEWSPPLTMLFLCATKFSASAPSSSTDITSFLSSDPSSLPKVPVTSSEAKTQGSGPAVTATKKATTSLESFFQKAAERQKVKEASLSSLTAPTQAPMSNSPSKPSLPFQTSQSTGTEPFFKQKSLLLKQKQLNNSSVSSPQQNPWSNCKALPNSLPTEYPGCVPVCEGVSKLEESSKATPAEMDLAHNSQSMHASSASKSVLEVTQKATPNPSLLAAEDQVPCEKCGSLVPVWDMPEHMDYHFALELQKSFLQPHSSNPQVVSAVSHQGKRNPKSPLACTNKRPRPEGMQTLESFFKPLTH
#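 Pol eta at 10 nM preincubated with compounds 15 min at room temperature; reaction started with fluorescent substrate (50 nM final) and read kinetically at 0 and 10 min.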
# BLM inh = inhibitors of human Bloom syndrome helicase BLM. P54132. recombinant BLM DNA unwinding, fluorescence dequenching. Potency, µM (top dose mostly 56.1 µM), for the others: top-dose activity change, negative = inhibition, usual class: inhibitors. actives 0.2% (n = 350,000). AID 2528;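 also: potency is read from the fitted curve at half-maximal effect; plate controls were vehicle for no effect and no enzyme for full effect; nearly all actives have a fitted effect of over 35% in size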
# POLI inh = inhibitors of human DNA polymerase iota; Pol iota fluorescent replication assay, 10 min; Q9UNA4; Potency, µM (titrated, usually from 115 µM), without a hit: at the top dose activity, negative = inhibition, usual class: inhibitors; actives 1% (n = 390,000); also: potency is read from the fitted curve at half-maximal effect
#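 Fluorescent replication assay read twice, at 0 min and 10 min after adding 50 nM (final) substrate. Enzyme (10 nM) and compounds were first incubated 15 min at room temperature; enzyme-free buffer wells were negative controls.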
# APE1 inh = APE1 (human) endonuclease inhibition; P27695; actives 0.35% (n = 350,000); AID 2517; recombinant APE1, TAMRA/BHQ-2 abasic DNA cleavage fluorescence; Potency, µM (titrated, usually from 65.8 µM), inactives show at the highest dose activity change, negative = inhibition, most hits filed as inhibitors;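 also: potency is read from the fitted curve at half-maximal effect; plate controls were vehicle for no effect and reference inhibitor for full effect; nearly all actives have a fitted effect of over 55% in size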
#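 0.75 nM APE1 + cpd, 15 min RT; start w/ 50 nM TAMRA/BHQ-2 THF-abasic dsDNA; kinetic fluor 525/598 nm ×3 reads @60 s; Δ(read3−read1); normalized to DMSO and NSC13755 control wells.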
# Tb PGK inh = inhibitors of T. brucei phosphoglycerate kinase; PGK/GAPDH coupled, Kinase-Glo luminescence, 60 min; Potency, µM (doses to about 57.5 µM), for inactives: top-dose activity change, negative = inhibition, usual class: inhibitors; actives 0.043% (n = 380,000); AID 602233; also: potency is read from the fitted curve at half-maximal effect; % is scaled to controls: 0 for no effect and ±100 for the full control effect; nearly all actives have a fitted effect of over 60% in size
#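 Recombinant glycosomal PGK reaction used 1,3-bisphosphoglycerate generated in-well by GAPDH (100nM final) in 100mM TEA pH 7.6, 5mM MgCl2, 0.01% Tween-20. After 60 minutes at room temperature, ATP was read by Kinase-Glo Plus luminescence end-point.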
# RXFP1 antag = antagonists of human relaxin receptor RXFP1; AID 1259400; HEK293-RXFP1, relaxin-stimulated cAMP HTRF, 30 min; hits give low values; activity change, negative = inhibition, % at 57.5 µM; Q9HBX9; actives 0.59% (n = 350,000);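 active = activity change of -60% or lower, but not beyond a set lower limit; inconclusive = change between -60% and -40%, or beyond the set limit; inactive = change above -40%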; also: % is scaled to controls: 0 for no effect and ±100 for the full control effect
# Pol beta inh = DNA polymerase beta (human) inhibition | P06746 | Pol beta primer extension/strand displacement, fluorescence kinetic | Potency, µM (top dose mostly 114 µM), inactives show top-dose activity change, negative = inhibition, hits mostly inhibitors | actives 1.3% (n = 340,000); also: potency is read from the fitted curve at half-maximal effect; % is scaled to controls: 0 for no effect and ±100 for the full control effect
#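 Values derive from four-parameter Hill fits of normalized kinetic data: reads at 0 and 10 min following addition of 50 nM substrate to 10 nM Pol beta preincubated 15 min with compound.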
# Starred values were filed as active, the others as inactive; i = inactive; ? = inconclusive; . = no result given; [ ] = dose if it differs, or a comment. Unless noted, calls follow the shape of the dose curve; as a rule, active = well fitted curve in the direction sought with a large enough effect; inconclusive = small, poorly fitted or top-dose-only effect, or another doubt; inactive = no such curve, though single readings can be large; an effect the other way counts as inactive or inconclusive.
# Start of the data: the first 10 records, ahead of the listing:
SMILES,Pol kappa inh,Anesthetic bind,POLH inh,BLM inh,POLI inh,APE1 inh,Tb PGK inh,RXFP1 antag,Pol beta inh
CCc1ccc(NC(=O)Cn2c(=O)n(CCCC(=O)NCCc3ccc(OC)c(OC)c3)c(=O)c3ccccc32)cc1,8%,-8%,-3%,-19%,16%,.,4%,.,2%
CCOc1ccc(CCNC(=O)CN2C(=O)NC3(CCCCC3)C2=O)cc1OCC,-2%,.,-14%,.,34%[activator],25%,0%,-1,.
Nc1nonc1-c1noc(CCCCCN2C(=O)c3ccccc3C2=O)n1,-17%,-11%,-16%,-2%,-2%,7%,-1%,1,15%
CS(=O)(=O)c1ccccc1COC(=O)Nc1ccc(Cl)cc1,-13%,-22%,3%,-4%,4%,-1%,-3%,-23,-3%
O=C(CSc1nc2ccc([N+](=O)[O-])cc2s1)NC1CCS(=O)(=O)C1 (stereo not given),6%,-9%,-21%,-2%,83%[activator],-6%,-1%,-2,0%
COC(=O)C1=C(C)N(Cc2ccc(OC)cc2)C(=O)C1,-3%,4%,3%,4%,?,-2%,-5%,-7,6%
COc1ccccc1Cc1nc2ccccc2nc1SCC(=O)NCCc1ccccc1,-1%[60.1 µM],62%[activator],-14%,-1%,-5%,.,-2%,.,83%
CCc1ccc(-n2c(CCC(=O)O)ccc2-c2cccs2)cc1,-12%,2%,-13%,-8%,?,.,i,-12,?
COC(=O)c1c(NC(=O)c2cccs2)sc2c1CCC(C)C2 (stereo not given),0%,-7%,-15%,-1%,7%,2%,-6%,-18,?
CCn1c(=O)c(C(=O)Nc2ncccc2O)c(O)c2ccccc21,-4%,-16%,-19%,-5%,120%[activator],19%,i,8,-1%

# Results, previewed entries included:
SMILES,Pol kappa inh,Anesthetic bind,POLH inh,BLM inh,POLI inh,APE1 inh,Tb PGK inh,RXFP1 antag,Pol beta inh
CCc1ccc(NC(=O)Cn2c(=O)n(CCCC(=O)NCCc3ccc(OC)c(OC)c3)c(=O)c3ccccc32)cc1,8%,-8%,-3%,-19%,16%,.,4%,.,2%
CCOc1ccc(CCNC(=O)CN2C(=O)NC3(CCCCC3)C2=O)cc1OCC,-2%,.,-14%,.,34%[activator],25%,0%,-1,.
Nc1nonc1-c1noc(CCCCCN2C(=O)c3ccccc3C2=O)n1,-17%,-11%,-16%,-2%,-2%,7%,-1%,1,15%
CS(=O)(=O)c1ccccc1COC(=O)Nc1ccc(Cl)cc1,-13%,-22%,3%,-4%,4%,-1%,-3%,-23,-3%
O=C(CSc1nc2ccc([N+](=O)[O-])cc2s1)NC1CCS(=O)(=O)C1 (stereo not given),6%,-9%,-21%,-2%,83%[activator],-6%,-1%,-2,0%
COC(=O)C1=C(C)N(Cc2ccc(OC)cc2)C(=O)C1,-3%,4%,3%,4%,?,-2%,-5%,-7,6%
COc1ccccc1Cc1nc2ccccc2nc1SCC(=O)NCCc1ccccc1,-1%[60.1 µM],62%[activator],-14%,-1%,-5%,.,-2%,.,83%
CCc1ccc(-n2c(CCC(=O)O)ccc2-c2cccs2)cc1,-12%,2%,-13%,-8%,?,.,i,-12,?
COC(=O)c1c(NC(=O)c2cccs2)sc2c1CCC(C)C2 (stereo not given),0%,-7%,-15%,-1%,7%,2%,-6%,-18,?
CCn1c(=O)c(C(=O)Nc2ncccc2O)c(O)c2ccccc21,-4%,-16%,-19%,-5%,120%[activator],19%,i,8,-1%
CCN(CC)CCCNC(=O)c1c(C)oc2ncn(CC(C)C)c(=O)c12,-3%,2%,-15%,3%,9%,.,9%,.,33%
Cc1ccc(NC(=O)CCOc2ccccc2C)cc1F,-3%,-13%,-24%,-1%,42%[activator],-5%,-1%,-16,-21%
CCOc1ccccc1OCCCCCc1c(C)n[nH]c1C,-6%,-17%,-26%,-4%,15%,-2%,1%,-24,11%
O=C(CS(=O)(=O)c1ccccc1)Nc1nc(-c2ccccc2)cs1,-7%,6%,-7%,-2%,-9%,8%,-10%,-5,-5%
COc1ccc(Cl)cc1NC(=O)C(C)Sc1n[nH]c(N)n1 (stereo not given),-3%,-7%,-10%,3%,0%,-4%,3%,-2,20%
Cc1nc(C(C)NC(=O)c2cc(COc3ccc(F)c(F)c3)on2)cs1 (stereo not given),-7%,?,-17%,-1%,28%,12%,-4%,-23,8%
CCOc1ccccc1OCC(=O)Nc1ccc(OC)c(S(=O)(=O)N2CCCCC2)c1,-6%,.,-23%,.,19%,-1%,-10%,-11,.
COc1ccc(-n2nc(C(=O)NCC(=O)N3CCN(Cc4ccccc4)CC3)c3ccccc3c2=O)cc1OC,-32%,0%,?,1%,?,5%,-9%,15,35%
CCN1CCN(CCCNC(=O)c2ccccc2NC(=O)C2=C(C)OCCS2)CC1,2%,-3%,-8%,3%,-21%,71%[activator],-3%,2,15%
CN(C)S(=O)(=O)c1cccc(NC(=O)COC(=O)CCSc2ccc(Cl)cc2)c1,-16%,-9%,-5%,-7%,75%[activator],-1%,i,0,3%
O=C(CN1CCN(S(=O)(=O)c2ccc(Br)cc2)CC1)N/N=C/c1cccs1,1%,-7%,-6%,-4%,5%,0%,i,-16,12%
COc1ccc(CCC(=O)NC(C)C2CCCO2)cc1 (stereo not given),0%,0%,-12%,2%,198%[activator],-12%,i,2,0%
O=C(O)C1CCC(=O)N1C(=O)OCc1ccccc1 (stereo not given),-10%,7%,-5%,8%,-13%,50%[activator],8%,3,9%
CCCCOCCCNC(=O)/C=C/c1ccccc1Cl,3%,.,-16%,.,24%,.,-2%,2,.
COc1cccc(NC(=O)NNC(=O)CCc2ccc(O)c(O)c2)c1,25µM*,-4%,-5%,-3%,40µM*,17%,-4%,-10,42%
CCc1ccccc1NC(=S)N(CCc1ccncc1)C(C)C,10%,0%,-7%,-3%,44%[activator],?,-2%,1,-1%

# Not all compounds are listed; rates above refer to the full screens.
